Compound activity (PubChem)
TRPC4 potent = TRPC4 (mouse) allosteric potentiation; B-score at 10 µM; 310,000 tested, 0.42% active; HEK293 TRPC4beta/mu-opioid, DAMGO EC20, Fluo-4 Ca2+ flux; stronger effect = higher value;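 active means B-score of calcium response area above 5 SD of library B-scores, with initial fluorescence ratio within 5 SD of library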;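 further: B-score of integrated fluorescence ratio over time as area under calcium response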
TMEM16A act = activates or potentiates the mouse TMEM16A chloride channel | Q8BHY3 | HEK293 TMEM16A/YFP-H148Q/I152L, iodide quench fluorescence; stronger effect = lower value | B-score at 10 µM | 340,000 tested, 0.3% active;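 active means fluorescence-ratio B-score plate-corrected deviation score at least 3 library SD below zero, with starting fluorescence score within 5 deviations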;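 further: channel opened by trigger with iodide after compound preincubation; score built on the fluorescence ratio of max minus min over baseline; more negative score means more quench and so TMEM16A activation or potentiation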
KCNK3 inh = human KCNK3 channel inhibition, primary screen; 340,000 tested, 0.84% active; CHO-KCNK3 thallium flux, FluxOR fluorescence; stronger effect = lower value; O14649; B-score at 10 µM;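 active means B-score under library mean minus 4 SD, starting fluorescence ratio at most library mean plus 5 SD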;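 further: more negative B-score means stronger inhibition of thallium flux through KCNK3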
ANO1 block = inhibitors of mouse TMEM16A calcium-activated chloride channel. HEK293 TMEM16A/YFP iodide influx fluorescence, ionomycin. normalized B-score (activity score, 25-100; higher = stronger inhibition) at 10 µM. 310,000 tested, 1.2% active;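 active means ratio plate-corrected score three or more library SD toward inhibition, starting fluorescence score within five deviations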;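 further: score derived from kinetic fluorescence span divided by baseline fluorescence per well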
KCNQ1 block = inhibitors of human KCNQ1 potassium channel. B-score at 10 µM. 310,000 tested, 1.3% active. P51787. CHO-K1 KCNQ1, FluxOR thallium flux fluorescence; stronger effect = higher value;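 active means compounds whose thallium flux B-score, printed positive for inhibition, exceeds three library SD while starting fluorescence stays within three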;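 further: channel opened by potassium depolarization with thallium stimulus after 20 min compound exposure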
TRPC4 agonist = TRPC4 (mouse) channel activation | HEK293 TRPC4beta/mu-opioid, Fluo4 calcium fluorescence; stronger effect = higher value | Q9QUQ5 | 310,000 tested, 0.49% active | B-score at 10 µM;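 active means B-score above 5 SD of library B-scores, and initial fluorescence ratio not above library mean plus 5 SD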;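 further: positive B-score marks a calcium rise read as TRPC4 activation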
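Material: TRPC4beta and mu-opioid receptor HEK293 stable cells | Incubation: 45 min room-temperature Fluo4 loading, 110 s read | Detection: Kinetic Fluo4 calcium fluorescence | Measure: Integrated baseline-normalised fluorescence ratio, converted to per-well B score | Benchmarks: Low control buffer alone, high control maximal DAMGO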
DYRK1A inh = Dyrk1A (rat) kinase inhibition; ADP-Glo luminescence, NFATc1 peptide; inhibition, % at 12.5 µM; 310,000 tested, 0.43% active; AID 504441; in the data active means inhibition above about 50%;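 further: plate controls were vehicle with enzyme for no effect and no enzyme for full effect; many of its hits are not listed in these tables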
KCNK9 inh = blocks the human KCNK9 two-pore domain potassium channel; Q9NPC2; HEK293 KCNK9, FluxOR thallium flux fluorescence; stronger effect = lower value; B-score at 10 µM; 310,000 tested, 1.2% active;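 active means ratio B-score over 3 SD below the library mean, with starting fluorescence within 5 SD of its mean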;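 further: negative B-score means less thallium flux so channel inhibition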
hERG rescue = shields human hERG channel from block by proarrhythmic agents; Q12809; CHO-hERG, FluxOR thallium flux, dofetilide IC70 present; activation (rescue from dofetilide block), less the hit threshold, % at 10 µM; 310,000 tested, 0.51% active; AID 1511;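 active means activation above the mean of controls blocked by dofetilide plus 5 SD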;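 further: thallium influx through hERG after potassium depolarization seen as dye fluorescence rise; in these data hits start at about 4.7%; inactives centre near -7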
Target sequence (Q12809 whole entry, looked up): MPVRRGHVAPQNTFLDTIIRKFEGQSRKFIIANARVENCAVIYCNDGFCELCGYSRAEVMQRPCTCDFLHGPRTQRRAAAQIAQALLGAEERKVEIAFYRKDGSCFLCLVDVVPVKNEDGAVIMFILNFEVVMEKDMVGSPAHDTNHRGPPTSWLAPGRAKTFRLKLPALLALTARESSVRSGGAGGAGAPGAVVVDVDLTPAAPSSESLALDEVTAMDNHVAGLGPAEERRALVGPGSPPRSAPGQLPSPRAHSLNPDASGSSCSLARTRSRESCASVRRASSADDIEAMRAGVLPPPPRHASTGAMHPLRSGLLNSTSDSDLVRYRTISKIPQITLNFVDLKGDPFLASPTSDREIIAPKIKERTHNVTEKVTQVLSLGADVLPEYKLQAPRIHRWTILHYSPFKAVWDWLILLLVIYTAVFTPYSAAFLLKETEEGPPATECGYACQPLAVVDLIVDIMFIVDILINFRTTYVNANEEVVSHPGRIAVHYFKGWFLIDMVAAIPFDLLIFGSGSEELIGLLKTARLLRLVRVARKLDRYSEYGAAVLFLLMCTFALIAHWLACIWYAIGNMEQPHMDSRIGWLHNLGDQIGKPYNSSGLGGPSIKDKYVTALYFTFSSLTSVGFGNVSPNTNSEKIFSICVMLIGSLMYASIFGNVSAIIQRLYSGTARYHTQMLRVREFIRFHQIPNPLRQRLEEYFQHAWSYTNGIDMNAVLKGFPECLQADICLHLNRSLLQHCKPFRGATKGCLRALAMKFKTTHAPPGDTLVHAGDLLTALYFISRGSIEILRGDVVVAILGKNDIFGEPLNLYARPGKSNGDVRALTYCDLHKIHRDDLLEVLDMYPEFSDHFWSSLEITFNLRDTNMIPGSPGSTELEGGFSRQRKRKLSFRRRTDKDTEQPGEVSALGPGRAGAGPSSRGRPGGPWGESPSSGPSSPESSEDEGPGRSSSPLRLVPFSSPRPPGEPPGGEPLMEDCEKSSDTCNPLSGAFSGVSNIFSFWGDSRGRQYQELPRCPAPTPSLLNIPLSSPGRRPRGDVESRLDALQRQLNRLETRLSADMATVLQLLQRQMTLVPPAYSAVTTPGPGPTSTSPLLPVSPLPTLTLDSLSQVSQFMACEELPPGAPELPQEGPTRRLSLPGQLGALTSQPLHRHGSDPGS
HDAC3 inhib = inhibitors of human histone deacetylase 3 | AID 2718 | O15379 | 320,000 tested, 0.15% active | inhibition, % at 8.3 µM | recombinant HDAC3, fluorogenic peptide/trypsin coupled, fluorescence; in the data active means inhibition above about 26%, passing the limit was not always enough
KCNQ1 act = potentiators or activators of human KCNQ1 potassium channel; 310,000 tested, 0.35% active; CHO-K1 KCNQ1, thallium flux FluxOR fluorescence; stronger effect = higher value; B-score at 10 µM;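 active means fluorescence ratio B-score, a plate-corrected score, at least three library SD, with initial intensity B-score within 5 SD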
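Assay system: stable KCNQ1 CHO-K1 line; medium: assay buffer, equal DMSO in all wells; timing: 90 min dye loading and 20 min compound exposure, both at room temperature; technique: kinetic FluxOR thallium fluorescence, 10-s 1-Hz baseline, 110-s post-stimulus read; read-out basis: B score of baseline-normalized fluorescence ratio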
Starred values were filed as active, the others as inactive; i = inactive; . = not tested or not shown. The list is partial; rates above refer to the full screens.

SMILES | TRPC4 potent | TMEM16A act | KCNK3 inh | ANO1 block | KCNQ1 block | TRPC4 agonist | DYRK1A inh | KCNK9 inh | hERG rescue | HDAC3 inhib | KCNQ1 act
CCOC(=O)/C=C1\SCC(=O)N1CC(=O)Nc1ccc(OC)c(OC)c1 | i | i | i | i | i | i | 0 | i | -4 | 6 | i
O=C(CSc1nc2ccc(Cl)cc2[nH]1)NCc1ccco1 | i | i | i | i | i | i | 1 | i | -9 | -3 | i
Cc1occc1-c1nnc(SCC(=O)c2ccccc2)n1CC1CCCO1 (stereo not given) | i | i | i | i | i | i | -4 | i | -3 | 0 | i
Cc1ccc(/C=N/n2c(-c3ccc(Cl)cc3)n[nH]c2=S)s1 | i | i | i | i | i | i | 0 | i | -5 | 4 | i
O=C(CCCN1C(=O)/C(=C/c2ccccc2Cl)SC1=S)Nc1cccnc1 | i | i | i | i | i | i | -3 | i | -9 | 3 | i
COc1ccc(-c2noc(C3CCCN(S(=O)(=O)c4ccc(C)c(Cl)c4)C3)n2)cc1OC (stereo not given) | i | i | i | i | i | i | -1 | i | -15 | 15 | i
COc1ccc(N(C)S(=O)(=O)c2cccc(C(=O)N(C)Cc3ccc(C)o3)c2)cc1 | i | i | i | i | i | i | 9 | i | -6 | 2 | i
CC(=O)N1CCN(c2ccc(NC(=O)c3ccc([N+](=O)[O-])cc3)cc2)CC1 | i | i | i | i | i | i | -2 | i | -6 | -2 | i
O=C(CSc1ncn[nH]1)Nc1c(Br)cc([N+](=O)[O-])cc1Br | i | i | i | i | i | i | -6 | i | -7 | -2 | i
O=C(Nc1cc(S(=O)(=O)N2CCOCC2)ccc1OCC(F)(F)F)C1=COCCO1 | i | i | i | i | i | i | 6 | i | -19 | -3 | i
CCC1CCc2c([nH]c3ccccc3c2=O)O1 (stereo not given) | i | i | i | i | i | i | 9 | i | -1 | 0 | i
O=C(NCC1CCCO1)c1onc(CSc2ccc(F)cc2)c1C(=O)O (stereo not given) | i | i | i | i | i | i | -1 | i | -3 | -3 | i
CCOC(=O)c1cccc(NC(=O)c2cc3sccc3n2C)c1 | i | i | i | i | i | i | 10 | i | -13 | 0 | i
CCC(C)(C(=O)NC1CCCCC1)N(Cc1cccs1)C(=O)CC1NC(=O)NC1=O (stereo not given) | i | i | i | i | i | i | -6 | i | -9 | -3 | i
CCOc1ccc(NC(=O)Nc2ccc3nsnc3c2)cc1 | i | i | i | i | 12* | i | -2 | i | -11 | -2 | i
CCSc1nnc([C@H](Cc2c[nH]c3ccccc23)NC(=O)OC(C)(C)C)o1 | 17* | i | i | i | i | i | 0 | i | -12 | 8 | i
Cc1cc(Cl)nc2c(C(C)C)cccc12 | i | i | i | i | i | i | 1 | i | -8 | -6 | i
Cc1cc(C)c2sc(N(CCN(C)C)C(=O)c3ccc4ccccc4c3)nc2c1 | i | i | i | i | i | i | . | i | -16 | 5 | i
CC1CC(=S)Nc2ccccc2N1C(=O)Nc1ccccc1 (stereo not given) | i | i | i | i | i | i | 2 | i | -1 | 1 | i
C/[N+]([O-])=C\CC(=O)c1ccc(-c2ccccc2)cc1 | i | i | i | i | i | i | -1 | i | -5 | 4 | i
CCN1CCN(CC(=O)NC2CCCC2)C(=O)C1=O | i | i | i | i | i | i | -1 | i | -8 | 2 | i
O=[N+]([O-])c1cccnc1N1CCOCC1 | i | i | i | i | i | i | -4 | i | -10 | 9 | i
Cn1c(NCCCO)nc2c(c1=O)C1(CCCCC1)Cc1ccccc1-2 | . | i | i | i | . | . | 1 | . | . | -43 | .
CCOC(=O)c1sc(NC(=O)c2ccccc2OCC)nc1C | i | i | i | i | i | i | -8 | i | -12 | -6 | i

Complete entries from above. Values in the order: TRPC4 potent, TMEM16A act, KCNK3 inh, ANO1 block, KCNQ1 block, TRPC4 agonist, DYRK1A inh, KCNK9 inh, hERG rescue, HDAC3 inhib, KCNQ1 act
CCOc1ccc(NC(=O)Nc2ccc3nsnc3c2)cc1 reads i, i, i, i, 12*, i, -2, i, -11, -2, i
C/[N+]([O-])=C\CC(=O)c1ccc(-c2ccccc2)cc1 reads i, i, i, i, i, i, -1, i, -5, 4, i
Cc1cc(C)c2sc(N(CCN(C)C)C(=O)c3ccc4ccccc4c3)nc2c1 reads i, i, i, i, i, i, ., i, -16, 5, i

More compounds:
SMILES | TRPC4 potent | TMEM16A act | KCNK3 inh | ANO1 block | KCNQ1 block | TRPC4 agonist | DYRK1A inh | KCNK9 inh | hERG rescue | HDAC3 inhib | KCNQ1 act
Cn1nccc1C(=O)NC(=S)Nc1sc2c(c1C#N)CCCCC2 | i | i | i | i | i | i | -4 | i | -13 | -1 | i
O=C(CN(C(=O)CNC(=O)c1ccco1)c1ccc(Cl)c(Cl)c1)NC1CCCCC1 | i | i | i | i | i | i | -1 | i | -10 | 8 | i
CCN1CCN(C(=S)Nc2ccccc2Cl)CC1 | i | i | i | i | i | i | -1 | i | -12 | 1 | i
C=CCc1ccc(OCC(O)COCC)c(OC)c1 (stereo not given) | i | i | i | i | i | i | 12 | i | -8 | -9 | i
CCn1c(SCC(=O)N(C)C2CCS(=O)(=O)C2)nnc1-c1cccs1 (stereo not given) | i | i | i | i | i | i | -3 | i | 0 | -4 | i
O=C(Nc1ccc(NC(=O)c2sc3ccccc3c2Cl)cc1Cl)c1ccco1 | i | i | i | i | i | i | -1 | i | -11 | -5 | i
CCC(=O)c1ccc(OCc2ccc(C(=O)OC)o2)c(OC)c1 | i | i | i | i | i | i | -2 | i | -5 | -2 | i
COCCN(CCOC)S(=O)(=O)c1ccc(C(=O)Nc2ccc([N+](=O)[O-])cc2OC)cc1 | i | i | i | i | i | i | -1 | i | -3 | -7 | i
CCOc1ccc(C2=Nn3cnnc3SC2)cc1 | i | i | i | i | i | i | 7 | i | -20 | 2 | i
CSc1ccccc1C(=O)Nc1ncc(C)s1 | i | i | i | i | i | i | 1 | i | -9 | 0 | i
O=C(CSc1nc(O)c(Cc2ccccc2)c(=O)[nH]1)c1ccccc1 | i | i | i | i | i | i | 3 | i | -8 | . | i
CC(C)Cc1cc(C(=O)Nc2ccc(F)cc2F)no1 | i | i | i | i | i | i | -7 | i | -11 | . | i
Cc1ccc(SCCNC(=O)/C=C/c2ccc([N+](=O)[O-])cc2)cc1 | i | i | i | i | i | i | -1 | i | -5 | 4 | i
O=C(c1ccc(CS(=O)c2cccc(Cl)c2)o1)N1CCN(C2CCCCC2)CC1 (stereo not given) | i | i | i | i | i | i | -3 | i | -2 | 6 | i
COc1ccccc1C(=O)NCCSCc1ccccc1Cl | i | i | i | i | i | i | 8 | i | -10 | 1 | i
CCN1CCN(CCCNC(=O)CS(=O)(=O)Cc2nc(-c3cccc(OC)c3)oc2C)CC1 | i | i | i | i | i | i | -3 | i | -5 | 0 | i
Cc1ccccc1OCc1nnc(SCCN2CCCC2)n1-c1ccccc1 | i | i | i | i | i | i | -2 | i | -12 | . | i
Cc1cccc(C(=O)N/N=C2\CS(=O)(=O)N(C)c3ccsc32)c1 | i | i | i | i | i | i | 2 | i | -18 | -4 | i
CCOc1ccccc1OCCCC(=O)N1CCN(S(=O)(=O)c2cccc(F)c2)CC1 | i | i | i | i | i | i | 1 | i | -7 | -3 | i
N#Cc1c(N2CCN(C(=O)c3ccccc3)CC2)nc(-c2ccccc2)c2c1CCCC2 | i | i | i | i | i | i | -1 | i | -7 | -10 | i
C[C@H](NC(=O)N1CCn2c1nc1ccccc12)C(=O)NC1CCCCC1 | i | i | i | i | i | i | 4 | i | -4 | 0 | i
CCOC(=O)CC(NC(=O)CCS(=O)(=O)c1ccc2c(c1)n(C)c(=O)c(=O)n2C)c1ccc(C)cc1 (stereo not given) | i | i | i | i | i | i | 4 | i | -7 | -10 | i
N=c1c2c(-c3ccccc3)c(-c3ccccc3)oc2ncn1Cc1ccco1 | i | i | i | i | i | i | 1 | i | -14 | 1 | i
CCN(CC(=O)Nc1ccc2c(c1)OCCO2)C(=O)COc1cc(C)ccc1Cl | i | i | i | i | i | i | -5 | i | -17 | -2 | i
Cc1cccc(C(=O)NCC(=O)NCCCSc2ccccc2)c1 | i | i | i | i | i | i | 9 | i | -16 | 1 | i
Clc1ccc(C2=NNC(=NCC3CCCO3)SC2)cc1 (stereo not given) | i | i | i | i | i | i | 2 | i | -12 | 6 | i
O=C(CSc1nc(-c2ccccc2Cl)ns1)c1ccc(Cl)cc1 | i | i | i | i | i | i | -4 | -12* | 1 | -1 | i
CCOC(=O)c1[nH]c2ccc(OC)cc2c1NC(=O)CCN1CCCC(C)C1 (stereo not given) | i | i | i | i | i | i | -1 | i | -10 | -37 | i
CCCCOC(=O)CCc1nc2ccccc2[nH]c1=O | i | i | i | i | i | i | 1 | i | -16 | 0 | i
CCOC(=O)N1CCN(C(=O)COC(=O)c2ccc(S(=O)(=O)N(CC)CC)cc2)CC1 | i | i | i | i | i | i | 5 | i | -10 | 4 | i
Cn1c(SCc2c(Cl)cccc2Cl)nc(C(F)(F)F)cc1=O | i | i | i | i | i | i | 0 | -6.7* | -5 | -1 | i
Cc1ccc(/C=N/NC(=O)CCn2nc(C)cc2C)c(C)c1 | i | i | i | i | i | i | 17 | i | -12 | 4 | i
CCCCNC(=O)CCn1nc(-c2ccc(C)cc2)c2ccccc2c1=O | i | i | i | i | i | i | 1 | i | -7 | 2 | i
O=c1[nH]c(C2CCN(S(=O)(=O)Cc3ccccc3)CC2)nc2c1nnn2Cc1cccc(Cl)c1 | i | i | i | i | i | i | 2 | i | -7 | -2 | i
COc1ccc(C(C)=O)cc1CSc1ccc2c(c1)OCCO2 | i | i | i | i | i | i | 5 | i | -10 | 3 | i
c1ccn2c(SCc3ccc4c(c3)OCO4)nnc2c1 | i | i | i | i | i | i | 2 | i | -4 | 3 | i
Cn1c(N)c(C(=O)c2cc(-c3ccccn3)nc3ccccc23)c(=O)[nH]c1=O | i | i | i | . | i | i | -9 | i | 2 | . | i
O=C(NCc1ccccc1)c1ccc2c(c1)C(=O)N(Cc1cccnc1)C2=O | i | i | i | i | i | i | 5 | i | -4 | -11 | i
CC(Sc1nnnn1C)C(=O)Nc1ccc2c(c1)OCCO2 (stereo not given) | i | i | i | i | i | i | 5 | i | -15 | -1 | i
CCNC(=O)c1nc[nH]c1C(=O)NCC | i | i | i | i | i | i | 5 | i | -9 | 2 | i
O=S(=O)(NCC1CCCO1)c1ccc(Cl)cc1 (stereo not given) | i | i | i | i | i | i | . | i | 0 | 13 | i
